# High-throughput results: PubChem, several laboratories
# KLF5 inhibitor: suppresses KLF5 promoter-driven expression | DLD-1 KLF5 promoter-luciferase reporter, luminescence | inhibition, % at 5 µM | 0.23% of 290,000 active | AID 1700;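 active = inhibition above a per-plate limit of that plate's mean compound inhibition plus 3 SD, cut at about 60% in these data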;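 note: 0% = DMSO wells and 100% = LY294002 at 200 µM; higher means less KLF5 promoter-driven luciferase light; inactives centre near -14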
# HSP90 refold inh: blocks HSP90-mediated luciferase refolding in reticulocyte lysate. Rabbit reticulocyte lysate, luciferase refolding luminescence, 3 h. inhibition, % at 5.6 µM. 0.91% of 290,000 active. AID 1789;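 active = inhibition above the screen-wide mean plus 3 SD, computed separately per campaign, cut at about 16% in these data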;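 note: 0% = DMSO wells and 100% = 60 µM geldanamycin wells; inhibitors lower the luminescence because luciferase stays unfolded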
# HSF1 activator: increases HSF-1 driven luciferase reporter signal; NIH3T3-HGL HSF-1 luciferase reporter, MG132, 8 h; 100% = twice DMSO control signal; activation, % at 9 µM; 1.7% of 300,000 active; AID 504408;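 active = mean replicate activation of at least 50% with a set share of replicates each reaching 50%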;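 note: 0% = median of the neutral control wells and 100% = twice that signal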
# HSF1 inhib: HSF1 inhibition | NIH3T3-HGL HSE-luciferase, MG132-induced, luminescence 8 h; stronger effect = lower value | activity change, negative = inhibition, % at 7.5 µM (by protocol) | 0.77% of 300,000 active | AID 2098;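 active = more than half of replicate wells show activity change below -50%, luminescence cut by over half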;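 note: luciferase reports HSF-1 transcriptional activity via heat shock element; 0% = median of DMSO wells and -100% = zero luminescence signal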
# Platelet DG rel: modulates dense granule release in human platelets; inhibition, %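 (compounds screened at 7.5 µM in platelet-rich plasma)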; human platelet-rich plasma, SFLLRN dense granule ATP release, luminescence; 0.22% of 300,000 active;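 active = mean replicate score, as percent of positive control, at or above 50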
# AI-2 QS mod: modulators of Vibrio harveyi AI-2 quorum sensing system; Vibrio harveyi JMH597 AI-2 luminescence/OD600 ratio, 9 h; stronger effect = lower value; strain lacks LuxN and CqsS sensors; 0 = neutral-control median; activity change, % at 7.5 µM; 0.4% of 300,000 active; AID 2094; in the data active = activity change below about -75%, passing the limit was not always enough;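 note: luminescence divided by OD600 gain over 9 h not by final OD600 alone; inactives centre near 13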
# IEC-6 cytotox: kills IEC-6 intestinal cells in KLF5 counter-screen; IEC-6 cytotoxicity, luminescence viability; inhibition, % at 5 µM; 0.78% of 290,000 active; in the data active = inhibition above about 22%;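 note: 0% = plate median of test compound wells and 100% = cytotoxic reference compound wells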
# aSyn UTR inh: MLPCN primary screen, SNCA 5' untranslated region. alpha-synuclein 5'UTR reporter, inhibitor activity. inhibition, % (tested at 7.5 µM). 0.82% of 300,000 active. AID 1813; in the data active = inhibition above about 60%;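 note: H4 neuroglioblastoma cells stably carrying SNCA 5'UTR luciferase fusion; 0% = DMSO wells and 100% = positive control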
# HDAC3 inh: human HDAC3 inhibition; 0.15% of 320,000 active; inhibition, % at 8.3 µM; recombinant HDAC3, fluorogenic peptide/trypsin coupled, fluorescence; in the data active = inhibition above about 26%, passing the limit was not always enough
# Target sequence (O15379 whole entry, looked up): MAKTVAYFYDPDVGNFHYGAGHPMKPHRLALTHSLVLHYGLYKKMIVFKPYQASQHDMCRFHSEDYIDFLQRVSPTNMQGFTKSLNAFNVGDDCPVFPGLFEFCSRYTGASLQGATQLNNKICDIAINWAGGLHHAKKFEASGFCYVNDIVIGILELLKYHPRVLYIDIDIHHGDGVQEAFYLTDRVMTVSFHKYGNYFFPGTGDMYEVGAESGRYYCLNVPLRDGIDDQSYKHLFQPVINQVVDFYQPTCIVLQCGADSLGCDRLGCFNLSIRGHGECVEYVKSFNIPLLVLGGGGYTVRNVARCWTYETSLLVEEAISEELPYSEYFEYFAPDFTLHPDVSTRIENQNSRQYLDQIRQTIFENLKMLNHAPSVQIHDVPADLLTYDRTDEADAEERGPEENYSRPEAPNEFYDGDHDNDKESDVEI
# HIF act: HIF pathway transcriptional activation | AID 1910 | 0.32% of 300,000 active | U2OS HRE-luciferase reporter, luminescence; normalized: DMSO 0%, desferrioxamine 100% | activation, % at 7.5 µM (by protocol);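 active = mean activation of at least 10% of the iron chelator positive control signal, with at least half of replicates also reaching 10%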
# An asterisk follows results filed as active; . = not tested or not shown.
SMILES,KLF5 inhibitor,HSP90 refold inh,HSF1 activator,HSF1 inhib,Platelet DG rel,AI-2 QS mod,IEC-6 cytotox,aSyn UTR inh,HDAC3 inh,HIF act
CCCC1=NN(C(=O)CCc2ccccc2O)C(O)(C(F)(F)F)C1 (stereo not drawn),-5,-1,4,1,7,25,0,-3,3,-0.4
Cc1ccc(N2C(=O)CC(N3CCN(C4CCc5ccccc5C4)CC3)C2=O)cc1 (stereo not drawn),8,-2,-1,-4,4,13,-6,16,13,0.1
COC(=O)c1ccc(C(=O)OC)c(NC(=S)N2CCN(c3cccc(Cl)c3)CC2)c1,3,-2,-17,1,2,1,0,-17,1,4.1
Cc1ccc(S(=O)(=O)N2Cc3ccccc3CC2C(=O)Nc2ccc3c(c2)OCO3)cc1 (stereo not drawn),-15,2,16,14,4,34,-2,-46,4,3.9
CCOC(=O)c1cnc2c(-c3ccccc3OC)c(C)nn2c1C,-23,5,-9,-2,1,1,3,22,.,-1.0
Nc1ccccc1SCc1c(Cl)cccc1Cl,-10,0,6,1,1,8,3,9,-1,0.1
CN(C)C(=O)Cn1c(SCC(=O)NCc2ccc3c(c2)OCO3)nc2ccccc21,-22,-4,-1,1,7,27,0,-13,-1,0.0
CN(C)CCCN(C(=O)c1ccc(S(=O)(=O)N2CCCC2)cc1)c1nc2c(F)cc(F)cc2s1,.,.,8,-4,0,25,.,-18,4,1.4
COC(=O)c1nn(Cc2ccccc2)c(=O)c2ccccc12,-47,1,-14,-2,-12,19,-6,6,1,0.5
O=C(CSCc1ccccc1)N1CCN(c2ccccc2)CC1,-76,3,12,5,-4,0,-9,-103,-3,2.0
O=C(COC(=O)c1cnccn1)c1cccc([N+](=O)[O-])c1,-27,0,-8,5,13,.,0,-12,2,-0.5
O=C(/C=C/c1cc([N+](=O)[O-])ccc1OC(F)F)Nc1cccc2ccccc12,-10,-6,0,-3,2,27,-2,33,-2,1.2
Cn1c(SCC(=O)Nc2ccccc2)nnc1-c1ccc(NC(=O)CCc2ccccc2)cc1,-10,9,16,-7,5,16,5,-28,-5,26*
CCC(=O)NC1CC2CCCC(C1)N2Cc1ccc(C)cc1 (stereo not drawn),-58,2,3,-2,6,9,4,-7,3,-0.5
Cc1ccc(C2CN(c3ccccc3)CC2C(=O)c2ccc(F)cc2)cc1 (stereo not drawn),-33,2,0,1,3,20,3,32,0,-0.2
O=C(CC1SC(=NCc2ccccc2)NC1=O)Nc1ccccc1 (stereo not drawn),3,11,-46,-30,-3,-1,8,-13,-1,-0.1
COCC(=O)OCC(=O)N1N=C(c2ccc(Cl)cc2)CC1c1ccco1 (stereo not drawn),-33,-3,-3,-4,0,2,-2,16,.,-0.7
CCn1c(SCc2nc3ccccc3[nH]2)nnc1-c1ccncc1,3,-3,-1,-4,-2,2,4,-1,-3,1.2
CC(C(=O)NN)n1nnc(N2CCOCC2)n1 (stereo not drawn),0,-1,12,-4,0,26,-4,2,3,-0.2
COc1ccc(Nc2cc(Sc3ccc(OC)cc3)ncn2)cc1,-48,-7,4,4,3,16,-2,-8,-16,-6.2
CCOCCCNC(=O)c1c[nH]c2cc(OC)ccc2c1=O,-3,-2,21,4,0,34,2,6,3,-0.2
COc1ccc(OC)c(S(=O)(=O)N2CCC(C(=O)N3CCOCC3)CC2)c1,23,1,-3,4,6,6,1,-13,-2,-0.4
O=C(N/N=C/c1ccco1)c1cccc(S(=O)(=O)Nc2ccccc2Cl)c1,-23,4,-8,-9,-3,15,-6,24,7,0.4
CCn1c(-c2csc3c2CCCC3)n[nH]c1=S,-4,-3,8,1,3,-6,-10,9,-1,0.0
COCCCNC(=O)Cn1nc(-c2ccc(C)cc2)ccc1=O,-4,-2,-3,-3,7,24,0,10,-5,0.1

# 4 structures from above, sorted by count of non-hydrogen atoms, highest first.
SMILES,KLF5 inhibitor,HSP90 refold inh,HSF1 activator,HSF1 inhib,Platelet DG rel,AI-2 QS mod,IEC-6 cytotox,aSyn UTR inh,HDAC3 inh,HIF act
CN(C)CCCN(C(=O)c1ccc(S(=O)(=O)N2CCCC2)cc1)c1nc2c(F)cc(F)cc2s1,.,.,8,-4,0,25,.,-18,4,1.4
COC(=O)c1ccc(C(=O)OC)c(NC(=S)N2CCN(c3cccc(Cl)c3)CC2)c1,3,-2,-17,1,2,1,0,-17,1,4.1
O=C(N/N=C/c1ccco1)c1cccc(S(=O)(=O)Nc2ccccc2Cl)c1,-23,4,-8,-9,-3,15,-6,24,7,0.4
CCCC1=NN(C(=O)CCc2ccccc2O)C(O)(C(F)(F)F)C1 (stereo not drawn),-5,-1,4,1,7,25,0,-3,3,-0.4

# Later entries
SMILES,KLF5 inhibitor,HSP90 refold inh,HSF1 activator,HSF1 inhib,Platelet DG rel,AI-2 QS mod,IEC-6 cytotox,aSyn UTR inh,HDAC3 inh,HIF act
Cc1ccc(NS(=O)(=O)c2ccc(C)c(C(=O)N3CCOCC3)c2)cc1,-25,3,-2,-1,-4,0,4,2,-4,-0.3
O=C(c1ccccc1)c1ccc(OCC(O)CN2CCN(Cc3ccccc3)CC2)cc1 (stereo not drawn),-27,0,-11,-7,-2,17,1,-19,0,0.1
CC(C)(C)c1ccc(OCC(=O)N2CCCCCC2)c(Br)c1,-141,4,69*,37,0,31,-2,-144,5,2.0
CCCCC1=CC2=C(c3ccco3)C(=O)C(C)(OC(=O)c3ccc(OC)cc3)C(=O)C2=CN1C1CC1 (stereo not drawn),.,.,22,0,-12,18,.,1,11,0.0
C/C(=N\Nc1cccc(Cl)c1)C1(C)N(O)C(C)(C)C(c2ccco2)=[N+]1[O-] (stereo not drawn),-1,-4,-2,5,-5,23,-3,13,5,-0.1
Cc1ccc(S(=O)(=O)Nc2ccccc2F)cc1C(=O)NNC(=O)c1ccccc1O,.,.,-10,-2,1,28,.,-17,4,-6.0
CCCn1nnnc1NCc1cccc(OC)c1OC,-20,0,3,-5,-5,11,0,8,4,-1.9
O=C1c2ccccc2C(=O)C12OC2c1ccc(Cl)cc1 (stereo not drawn),-7,0,5,1,5,-10,-1,-72,2,-0.6
CCOC(=O)/C(=N\Nc1cc(Cl)ccc1Cl)N1CCN(CC)CC1,19,-7,-1,1,-14,35,-2,16,3,1.1
O=C(Nc1ccc(NC(=O)c2ccccc2Cl)nc1)c1ccco1,-55,-1,22,23,1,18,3,-102,-2,1.3
CCN(CC(=O)Nc1c(F)cccc1F)C(=O)C1CCCN(C(=O)c2ccc(Cl)cc2)C1 (stereo not drawn),-33,-5,-4,0,9,11,-9,-1,1,-0.4
COc1ccc(NC(=O)c2nc[nH]c2C(=O)N2CCC(C)CC2)cc1,.,.,1,4,-1,7,.,-10,1,0.5
CNc1nc(OCC(F)(F)F)nc(OCC(F)(F)F)n1,.,.,2,-10,-1,2,.,-2,-5,-0.2
COc1ccc([N+](=O)[O-])cc1NC(=O)CC1SC(=Nc2cccc(C)c2C)N(/N=C/c2cccc(OC)c2OC)C1=O (stereo not drawn),-22,0,4,4,9,30,-4,-23,-6,0.0
O=C(C1=C[C@@H](c2ccc(Br)cc2)C[C@@H](OCCCCO)O1)N1CCN(Cc2ccccc2)CC1,7,4,2,3,-7,11,1,43,0,-2.6
COC(=O)CCC(=O)Nc1ccc(S(=O)(=O)Nc2nc(C)cc(C)n2)cc1,-32,-1,0,-2,0,5,-1,-3,-8,-0.8
O=C(NCc1ccc2c(c1)OCO2)c1cccnc1,-10,1,-1,-6,-2,3,-1,10,-18,0.5
C/C(=C\c1ccccc1)CN1CCN(c2ccccc2)CC1,12,3,0,-10,1,-55,6,20,1,0.0
Cn1c(SCC(=O)Nc2cccc(F)c2)nc2c([nH]c3ccccc32)c1=O,16,1,42,14,-2,17,1,14,2,-0.3
O=C(COC(=O)C12CC3CC(CC(C3)C1)C2)Nc1nc2c(F)c(F)c(F)cc2s1,4,2,-27,-8,-12,16,0,-10,-10,0.3
N#C/C(=C\c1ccc(O)cc1)C(=O)N1CCCC1,-31,-2,-25,-7,13,5,-8,4,-1,-0.1
Cn1c(Cc2cccs2)nnc1SCC(=O)Nc1ccccc1F,.,.,9,-3,-1,12,.,3,-5,-0.8
COc1ccc2c(c1)c(=O)c(C(=O)c1ccccc1)cn2Cc1ccc(C)cc1,5,0,30,6,-2,9,-4,12,5,1.5
COC(CNC(=O)c1ccc2c(c1)ncn2-c1ccc(F)c(F)c1)OC,-13,3,-34,-24,4,2,-7,-15,-7,0.0
COCc1cc(C)nc2sc(C(=O)NCCO)c(-n3cccc3)c12,-28,1,-4,-3,6,13,-1,15,2,0.1

# Remaining list, next part:
SMILES,KLF5 inhibitor,HSP90 refold inh,HSF1 activator,HSF1 inhib,Platelet DG rel,AI-2 QS mod,IEC-6 cytotox,aSyn UTR inh,HDAC3 inh,HIF act
Cc1ccc(C(=O)Nc2cccc(C(=O)N/N=C/c3ccc(F)cc3)c2)cc1,-43,0,-21,-18,6,25,9,-35,6,-2.5
C=CCn1c(NCCO)nc2sc3c(c2c1=O)CCC3,-12,-2,-8,-3,-8,32,2,-29,-13,0.0
COCCN=C1Sc2nc3c(C)cccc3cc2CN1Cc1ccco1,-4,5,22,35,-7,27,10,6,-11,0.2
CCN1/C(=C2\C(=O)N(C)C(=S)N2C)C=Cc2cc(C)ccc21,-15,0,-8,1,8,44,-5,31,10,0.0
Cc1noc(C)c1COc1cccc(C(=O)Nc2ccc(C#N)cc2)c1,-7,1,4,2,-4,7,7,21,-2,-0.1
COc1ccc(C(=O)OCC(=O)NC2CCCC2)c(OC)c1OC,-5,-2,-7,-3,-1,21,-4,8,-5,-0.1
COc1ccc(Cl)cc1NC(=O)CN1CCC(n2nnc3cc(F)ccc32)CC1,-14,1,1,-8,-2,20,-1,26,2,0.2
Cc1ccc(C(=O)Nc2cccc(C(O)c3ccccc3)c2)cc1 (stereo not drawn),.,.,-6,-6,5,-3,.,2,-4,0.0
CCOC(=O)N1CCN(C(=O)CNC(=O)c2ccc(Br)cc2)CC1,-8,0,-11,-4,0,8,11,-29,-3,-0.1
N#CC1=C(N)C(C#N)(C#N)[C@H](c2c(F)cccc2F)[C@H]2CC3(CC=C12)OCCO3,-8,6,2,0,-1,64,6,6,3,0.6
CCOCCNC(=O)c1ccc2c3c(cccc13)CC2,-64,4,-21,-3,2,35,0,-9,-51,0.1
COc1ccc(-c2noc(-c3cccnc3)n2)cc1OC,-79,1,27,5,12,20,9,-159,2,0.8
CCn1c(SCC(=O)Nc2cc(C)on2)nnc1-c1ccc(S(=O)(=O)N2CCN(C)CC2)cc1,-33,0,-1,-4,-2,14,11,21,-4,-0.6
CCN1C(=O)[C@@H]2[C@@H](c3ccc(SC4CCCCC4)cc3)N3CCCC[C@@]3(C(=O)OC)[C@@H]2C1=O,.,.,-10,0,4,5,.,11,2,-1.0
CC(=O)Nc1ccc(S(=O)(=O)N(CCCN2CCOCC2)Cc2cccs2)cc1,-14,-4,8,-8,-3,29,-2,-4,-4,0.5
CC(C)n1nnnc1SCC(=O)NCc1ccc2c(c1)OCO2,-11,0,-16,5,9,-3,0,0,-4,-0.5
CCCCc1nc2ccccc2c(NC(=O)CN2CCN(C)CC2)c1CCC,-19,0,7,-4,8,14,-3,3,1,0.2
Cc1cc(C)c2c3c(sc2n1)C1(CCSCC1)C(C#N)=C(N)O3,-26,-1,7,-3,4,6,-1,-90,-1,.
CC(C)CCn1nnnc1C(c1ccc(F)cc1)N1CCN(C(=O)c2ccco2)CC1 (stereo not drawn),-6,2,-13,-8,4,11,5,-7,3,-0.3
Cc1ccc(Cl)cc1NC1=C/C(=N\S(=O)(=O)c2cccs2)c2ccccc2C1=O,-13,8,-95,-94*,-2,13,2,-24,-6,-2.8
COc1ccc(NC(=O)COc2nc3ccccc3nc2N2CCOCC2)c(OC)c1,-11,1,38,6,0,5,2,36,5,-0.8
